Compound activity deposited in PubChem by The Scripps Research Institute Molecular Screening Center.
MITF primary: inhibitors of human MITF. O75030. AlphaScreen MITF homodimerization, bead proximity signal. inhibition, % at 2.6 µM. actives 0.91% (n = 650,000). AID 1259374; in the data active means inhibition above about 50%;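 further: 0% = vehicle wells with protein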
FBW7 activator: human FBW7 E3 ligase activation, primary screen. AlphaScreen FBW7–phospho-cyclin E peptide binding, activator screen. actives 0.13% (n = 650,000). normalized activity (activation), % at 26.1 µM. AID 1259310; in the data active means normalized activity above about 1.9%;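 further: purified mutant Fbw7 with reduced substrate affinity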
Target sequence (Q969H0 whole entry, looked up): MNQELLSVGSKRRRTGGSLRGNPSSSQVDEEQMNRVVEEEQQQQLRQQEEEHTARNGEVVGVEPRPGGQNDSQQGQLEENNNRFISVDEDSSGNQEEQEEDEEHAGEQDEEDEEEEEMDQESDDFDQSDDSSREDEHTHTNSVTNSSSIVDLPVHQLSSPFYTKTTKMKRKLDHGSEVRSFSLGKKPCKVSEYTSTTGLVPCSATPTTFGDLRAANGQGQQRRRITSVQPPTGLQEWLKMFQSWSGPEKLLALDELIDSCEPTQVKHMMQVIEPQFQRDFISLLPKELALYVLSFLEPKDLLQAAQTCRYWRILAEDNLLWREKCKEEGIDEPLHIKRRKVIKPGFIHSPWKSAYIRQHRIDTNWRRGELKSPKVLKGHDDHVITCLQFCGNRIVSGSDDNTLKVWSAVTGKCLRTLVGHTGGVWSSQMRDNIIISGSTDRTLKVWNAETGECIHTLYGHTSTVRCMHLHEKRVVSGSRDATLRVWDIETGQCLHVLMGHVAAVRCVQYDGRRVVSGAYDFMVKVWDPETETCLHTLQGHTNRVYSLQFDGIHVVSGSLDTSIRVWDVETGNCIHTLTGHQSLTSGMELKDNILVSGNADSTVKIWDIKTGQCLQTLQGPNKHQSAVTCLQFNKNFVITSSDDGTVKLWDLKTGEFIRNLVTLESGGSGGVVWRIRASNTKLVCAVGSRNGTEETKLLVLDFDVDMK
TEAD-YAP inh: TEAD-YAP interaction inhibition; HEK-TIYL cells, TEAD-Gal4/YAP UAS-luciferase luminescence; inhibition, % at 9.12 µM; actives 1.4% (n = 640,000); in the data active means inhibition above about 32%;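 further: 0% = median of test compound wells and 100% = reference inhibitor wells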
GPR151 activ: human GPR151 activation. Q8TDV0. actives 1% (n = 650,000). activation, % at 11.2 µM. PathHunter beta-arrestin GPR151 cells, luminescence. AID 1508602; in the data active means activation above about 4.9%;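 further: 0% = median of compound wells and 100% = cells with positive control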
Target sequence (Q8TDV0 whole entry, looked up): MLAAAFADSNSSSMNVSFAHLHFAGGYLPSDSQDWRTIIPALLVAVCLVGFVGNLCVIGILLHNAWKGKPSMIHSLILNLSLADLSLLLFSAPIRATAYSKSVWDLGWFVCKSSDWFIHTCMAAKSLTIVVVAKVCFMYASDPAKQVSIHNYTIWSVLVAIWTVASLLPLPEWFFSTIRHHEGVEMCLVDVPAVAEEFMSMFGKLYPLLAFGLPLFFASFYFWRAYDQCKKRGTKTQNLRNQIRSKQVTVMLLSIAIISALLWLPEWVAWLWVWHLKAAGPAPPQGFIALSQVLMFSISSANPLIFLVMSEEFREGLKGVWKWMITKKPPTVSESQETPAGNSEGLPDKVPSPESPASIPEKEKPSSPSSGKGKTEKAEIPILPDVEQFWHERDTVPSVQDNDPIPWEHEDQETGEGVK
* hit, by the source's call.

smiles	MITF primary	FBW7 activator	TEAD-YAP inh	GPR151 activ
COC(=O)c1cccc(CN2C(=O)C(C)Oc3cc(Cl)ccc32)c1 (stereo not given)	-5.8	-0.3	-6.2	0.6
O=C(CCl)C(NS(=O)(=O)c1ccccc1)C(Cl)(Cl)Cl (stereo not given)	-0.7	-0.2	19.1	0.3
CCOC(=O)CNC(=O)CSc1nc(C2CC2)nc2sc(C)c(C)c12	13.8	-0.1	16.9	-0.3
Cc1cc(C(F)(F)Cl)n2nc(-c3ccccc3)cc2n1	-18.4	-0.2	-52.2	2.6
Cc1[nH]n(-c2ccccc2)c(=O)c1C=Nc1ccccc1-c1nnc(SCc2ccccc2)[nH]c1=O	3.1	0.2	0.9	-0.5
COc1ccc(-n2nc([N+](=O)[O-])c(=NCc3ccc(C)cc3)n2O)cc1	12.9	-0.5	-54.6	-1.8
Cc1ccc(-c2nc3ncccc3o2)cc1NC(=O)c1cccc(OCc2ccccc2)c1	4.3	-0.2	2.8	-0.5
COc1ccc(NC(=O)CSc2n[nH]c(-c3ccccc3)n2)cc1S(N)(=O)=O	10.5	0.2	-5.9	1.1
Cc1cc(N)n(-c2ncnc3scc(-c4ccc(F)cc4)c23)n1	-8.8	-0.1	-4.7	1.3
COc1cc2nc3sc(NCc4ccc5c(c4)OCO5)nn3c(=O)c2cc1OC	-1.7	0.1	1.7	0.6

Additional records:
smiles	MITF primary	FBW7 activator	TEAD-YAP inh	GPR151 activ
N#Cc1ccc(N2C(=O)C3C4C=CC(CO)(O4)C3C2=O)cc1 (stereo not given)	-1.6	-0.1	1.1	-0.8
COC(=O)c1ccc(CN2CCc3nnc(C(C)NC(=O)C4CCOCC4)n3CC2)cc1 (stereo not given)	3.6	0.2	2.8	0.2
N#Cc1ccc(Oc2ccc(Oc3ccc(C#N)c(C#N)c3)c(Br)c2)cc1C#N	-9.4	-0.1	7.2	0.2
C=CCN(CC=C)S(=O)(=O)c1ccc(C(=O)Nc2sc3c(c2-c2nc4ccccc4s2)CCN(C(C)=O)C3)cc1	9.6	-0.1	5.2	-0.6
CCc1c(C)sc(N2C(C)=CC(C(F)(F)F)(C(F)(F)F)C(C#N)=C2N)c1C#N	-5.2	-0.1	1.2	-0.6
COc1cc(/C=C2\SC(=Nc3cc(C)cc(C)c3)NC2=O)ccc1OCc1ccc(Br)cc1	-0.8	-0.1	-42.2	-1.4
CCOC(=O)N1CCC(N2CCCN(c3nc(C)c4cc(OCC)ccc4n3)CC2)CC1	0.9	0.3	9.3	-0.3
Nc1nc(SCc2ccc(F)cc2)nn1CC(=O)Nc1ccccc1F	25.7	-0.1	-3.8	6.3*
Cc1cccc(-n2ncc3c(NCCc4ccccc4)ncnc32)c1	9.5	0.4	-41.4	2.2
c1ccc(CN2CCC(Nc3nc(Nc4nccc5ccccc45)nc4c3ncn4C3CCCCC3)CC2)cc1	7.9	0.0	-9.5	-2.3

Remaining list, next part
smiles	MITF primary	FBW7 activator	TEAD-YAP inh	GPR151 activ
Cc1cccc(OCC(=O)NNC(=O)c2ccc(C(C)(C)C)cc2)c1	-1.4	0.1	-6.2	-1.1
COC(=O)c1ccc(OCC(O)CNS(=O)(=O)c2ccccc2C(=O)O)cc1 (stereo not given)	-21.2	-0.1	-8.1	-0.6
O=C(Nc1nc(-c2ccccc2)cs1)c1cncc(Br)c1	2.0	0.0	-8.3	-0.5
Cc1cc(C)nc(N2CCN(c3c4c(c(C#N)c5nc6ccccc6n35)CCC4)CC2)n1	2.2	-0.5	8.3	-2.0
CCn1c(C(C)NC(C)=O)nc2ccccc21 (stereo not given)	-6.1	0.0	-1.1	1.0
COC(=O)c1c(C)oc2ccc(N(C(=O)c3ccccc3)S(=O)(=O)c3ccc(Br)cc3)cc12	11.4	-0.1	7.4	1.1
COc1ccc(Cn2c(SCc3cccc(F)c3)nc3ccsc3c2=O)cc1	19.1	0.6	-2.0	-2.2
O=C(COc1ccc(/C=C2/NC(=O)N(c3ccccc3)C2=O)cc1Cl)Nc1ccccc1	-6.0	0.1	-11.5	9.0*
CCC(Sc1nc(NCc2ccc(Cl)cc2)c2ccccc2n1)C(=O)N1CCOCC1 (stereo not given)	6.3	-0.1	0.4	-0.5
O=c1c2nnn(-c3ccc(Br)cc3)c2ncn1Cc1ccccc1Cl	4.2	0.8	-0.8	-1.2

Molecules listed so far that contain a thiophene ring, fused or not:
smiles	MITF primary	FBW7 activator	TEAD-YAP inh	GPR151 activ
CCOC(=O)CNC(=O)CSc1nc(C2CC2)nc2sc(C)c(C)c12	13.8	-0.1	16.9	-0.3
Cc1cc(N)n(-c2ncnc3scc(-c4ccc(F)cc4)c23)n1	-8.8	-0.1	-4.7	1.3
C=CCN(CC=C)S(=O)(=O)c1ccc(C(=O)Nc2sc3c(c2-c2nc4ccccc4s2)CCN(C(C)=O)C3)cc1	9.6	-0.1	5.2	-0.6
CCc1c(C)sc(N2C(C)=CC(C(F)(F)F)(C(F)(F)F)C(C#N)=C2N)c1C#N	-5.2	-0.1	1.2	-0.6
COc1ccc(Cn2c(SCc3cccc(F)c3)nc3ccsc3c2=O)cc1	19.1	0.6	-2.0	-2.2

Further structures
smiles	MITF primary	FBW7 activator	TEAD-YAP inh	GPR151 activ
CCC(C)(C)NC(=O)CN(C(=O)CCC(=O)Nc1cc(C)ccn1)c1ccc(F)cc1	12.5	-0.1	11.1	-0.1
Cc1c(C(=O)NC(=S)Nc2ccc(Cl)c(-c3nc4ccccc4o3)c2)oc2ccccc12	-4.6	-0.2	1.4	1.5
Cc1ccc(Cl)cc1NC(=O)CSC(N)=O	-17.9	-0.2	7.1	-0.7
Cc1ccc(NC(=O)c2cccs2)cc1NC(=O)CCCl	12.9	0.3	-0.7	1.0
CC1=CC2=NC(=O)/C(=C\c3cc(C)n(-c4ccc(C)cc4C)c3C)C(=N)N2O1	19.0	0.2	7.3	0.3
CCc1ccccc1NC(=O)Cn1nnc(-c2ccccc2NC(=O)C2CC2)n1	7.3	-0.2	12.6	-0.3
CCN1CC(CN(C)c2nc3nonc3nc2N2CCCCC2)CC1=O (stereo not given)	5.2	0.0	-16.7	4.0
O=C(Cn1nnnc1CN1CCCCCC1)N1CCC(c2ccc(F)cc2)C1 (stereo not given)	11.2	0.2	-0.6	-1.5
CCc1nn(CC(=O)NCc2ccc(OC(C)C)cc2)c(=O)c2cc3sc(C)cc3n12	-4.6	0.3	-11.3	0.1
COC(=O)c1ccccc1NC(=S)NC(=O)/C=C/c1cccc([N+](=O)[O-])c1	-6.4	0.0	-4.2	0.9

Other compounds:
smiles	MITF primary	FBW7 activator	TEAD-YAP inh	GPR151 activ
Cc1cccc(OCC(=O)Nc2cccc(C(=O)O)c2)c1C	0.2	-0.1	18.9	2.8
CC(C)(C)c1ccc2c(c1)C1c3ccc(C(C)(C)C)cc3C2C2C(=O)N(c3ccc(F)cc3)C(=O)C12 (stereo not given)	1.3	0.0	10.5	-0.4
COc1ccc(Nc2c3c(nc4ncnn24)CCC3)cc1	4.8	-0.2	-1.3	1.8
COc1ccccc1/C=N/NC(=O)CCc1n[nH]c(=O)[nH]c1=O	16.8	0.5	7.5	1.2
COc1ccc(Cn2nnnc2CN2CCCCCC2)cc1	-1.4	0.2	6.5	1.5
CC(Cc1nnc(SCC(=O)Nc2ccc(Cl)cn2)n1N)c1ccccc1 (stereo not given)	0.3	0.1	-7.2	2.2
COc1cc(S(=O)(=O)N2CC(C)OC(C)C2)ccc1Cl (stereo not given)	-14.2	0.1	-12.3	8.0*
Cc1ccsc1C1CC(c2ccc(Cl)cc2)Nc2nnnn21 (stereo not given)	6.5	0.0	7.1	0.9
COc1cc(OC)cc(C(=O)NNC2CC(=O)N(CCC(C)C)C2=O)c1 (stereo not given)	-0.9	0.0	14.0	-0.6
CC(C)n1cnc2c(NC3CC3)nc(N3CCN(c4ccccn4)CC3)nc21	11.8	-0.2	35.3*	2.5

(continued)
smiles	MITF primary	FBW7 activator	TEAD-YAP inh	GPR151 activ
CCOC(=O)c1sc(NC(=O)CSc2nnc(CNC(=O)c3ccco3)n2CCc2ccccc2)c(C(=O)OCC)c1C	3.2	0.1	4.4	-0.7
CCOC(=O)c1c(C)[nH]c2ccc(O)cc12	-5.0	0.0	-15.2	-0.6
CCOC(=O)c1cnc2ccc(OCC)cc2c1N(C)C1CCCCC1	3.5	0.1	-19.2	-0.7
CCC(=O)C1CCCN(C(=O)CCc2nnc(Cc3cc(OC)ccc3OC)o2)C1 (stereo not given)	12.1	0.2	-40.5	0.4
Cc1cc(C)cc(NC(=S)N(Cc2cccc(Br)c2)CC2CCC(C(=O)O)CC2)c1 (stereo not given)	-1.9	0.0	5.2	-1.1
Cn1c(SCC#N)nc2c1c(=O)n(Cc1ccccc1Cl)c(=O)n2C	-10.3	0.0	-8.1	0.7
CC(=O)Nc1cccc(OCC(=O)Nc2ccccc2-c2ccccc2)c1	13.0	0.0	16.5	0.5
COc1ccc(C2Nc3ccccc3NC3=C2C(=O)CCC3)cc1 (stereo not given)	-8.2	0.1	-16.3	-0.3
c1ccc(CN2CCOC(CSc3nnc(-c4ccco4)o3)C2)cc1 (stereo not given)	-3.9	0.0	3.7	0.0
Cc1sc2nc3c4ccccc4c(NCCCO)nn3c(=O)c2c1C	12.8	0.0	-2.9	0.4

Next entries follow.
smiles	MITF primary	FBW7 activator	TEAD-YAP inh	GPR151 activ
CCOC(=O)c1ccc(CNC(=O)C(Cc2c[nH]c3ccccc23)NC(C)=O)o1 (stereo not given)	-5.9	-0.7	20.8	-0.8
O=C(NCc1ccc(C(=O)NCC2CCCO2)cc1)c1cccc(Br)c1 (stereo not given)	1.9	-0.1	-0.6	-0.7
CCOc1cc(/C=N/n2cnnc2)ccc1OCCOc1ccc(Br)cc1	2.9	-0.1	4.1	1.0
CCOC(=O)/C=c1\s/c(=C\c2cccs2)c(=O)n1CC(=O)N(C)C	12.8	0.4	2.7	-1.0
CCN(CC)c1ccc(NC(=O)c2ccc(NC(=O)C3CCCO3)cc2)c(C)c1 (stereo not given)	-2.0	0.0	-2.6	-1.6
CCCCNC(=O)C1CCCN1C(=O)Nc1ccccc1 (stereo not given)	1.2	-0.1	-2.0	-0.4
CN(C)CCNC(=O)c1ccc2c(c1)CC(c1nc3ncc(-c4ccnc(N)n4)cc3[nH]1)CO2 (stereo not given)	72.0*	1.5	-47.8	0.9
O=Cc1ccc(-c2cc(Nc3ccc4cn[nH]c4c3)ncn2)cc1	5.1	0.8	-14.1	-0.1
C=CCNC(=O)CC(=O)N/N=C/c1ccc(C(=O)OC)cc1	0.1	0.1	2.0	-0.9
Cc1cccn2c(=O)c3cc(C(=O)NC4CCCCC4)c(=N)n(C4CCCCC4)c3nc12	-4.6	0.1	-3.2	5.9*

Next part:
smiles	MITF primary	FBW7 activator	TEAD-YAP inh	GPR151 activ
Cc1cccc(N2CCN(C(=O)c3cc4cc([N+](=O)[O-])ccc4oc3=O)CC2)c1C	13.0	0.8	17.5	-2.8
O=C1NC(=O)N(c2ccccc2)C(=O)/C1=C\C=C\c1cccc([N+](=O)[O-])c1	11.6	0.1	2.6	-0.2
COc1ccc(/C=C/CN2CCC3(CC2)CC3C(=O)N2CCCN(C)CC2)cc1 (stereo not given)	-7.7	-0.2	-3.6	-0.9
O=C(Nc1ccc(F)cc1)/C(=C\c1ccc([N+](=O)[O-])cc1)NC(=O)c1ccccc1Br	-2.4	0.0	4.9	0.0
COc1cc(CN2CCC3(CCC(CNC(=O)C(C)C)O3)CC2)cc(OC)c1OC (stereo not given)	7.4	-0.1	3.0	0.5
NNC(=O)c1nnn(-c2nonc2N)c1CN1CCc2ccccc2C1	-5.0	0.1	8.4	-0.3
CCC(NC(=O)Oc1cc(C)ccc1C(C)C)(C(F)(F)F)C(F)(F)F	1.2	0.0	7.5	0.0
COC(=O)c1ccc(C(=O)OC)c(NC(=O)c2cc3ccccc3oc2=O)c1	2.3	-0.1	-8.3	-1.9
Cc1cc(OCC(=O)NNC(=O)CC#N)cc(C)c1Cl	-3.3	-0.1	-2.5	0.1
CC(C)(C)c1ccc(-c2nc(-c3nonc3N)no2)cc1	-2.1	0.1	51.5*	-0.1

Further structures.
smiles	MITF primary	FBW7 activator	TEAD-YAP inh	GPR151 activ
Cc1c(C(=O)N2CCN(c3ccccn3)CC2)sc2ncnc(N3CCC(C)CC3)c12	-2.8	-0.1	-1.3	0.5
CCCCCC1CCC(c2ccc(C(=O)Nc3nc(CC(=O)OCC)cs3)cc2)CC1 (stereo not given)	5.5	0.0	7.3	0.0
COc1ccccc1CNC(=O)c1cc2ccccc2oc1=O	10.1	0.1	0.4	0.9
CCOC(=O)C1=C(O)/C(=C/c2ccccc2OC)SC1=Nc1ccccc1	2.0	-0.1	-4.3	2.4
O=C(CSc1nnc(COc2ccc3ccccc3c2)o1)Nc1ccccc1F	6.0	-0.1	9.3	0.2
Cc1ccc(C(=O)CSc2ncc(C(=O)Nc3ccccc3)c(=O)n2C)cc1	4.2	-0.1	-28.5	-8.6
Fc1ccc(-c2nnc3ccc(N4CCc5ccccc5C4)nn23)cc1	-1.5	0.8	-1.3	-1.4
COc1ccc2c(c1OC)C(=O)OC2CC(=O)c1ccc([N+](=O)[O-])cc1 (stereo not given)	12.0	0.0	5.0	0.6
CCN1CCOC(CC(=O)Nc2cc(C(=O)OC)cc(C(=O)OC)c2)C1=O (stereo not given)	-2.8	-0.1	4.7	0.3
CCOC(=O)c1cc2c(n(-c3ccc(OC)cc3)c1=O)CC(C)(C)CC2=O	-8.0	0.1	-0.4	-0.7
Cc1ccc(C)c(Nc2nnc(-c3ccc(C)c(S(=O)(=O)NCC4CCCO4)c3)c3ccccc23)c1 (stereo not given)	-7.8	-0.2	16.6	0.2
Cc1ccc(C)c(CSc2nc3nc(C)c(Cc4ccc(Cl)cc4)c(C)n3n2)c1	-5.8	-0.1	11.9	1.4
CCCCNC(=O)C1CCCN(Cc2nc(-c3cccc(Cl)c3)oc2C)C1 (stereo not given)	11.0	0.0	3.8	0.5
